# Pf growth 96h – Primary qHTS for delayed death inhibitors of the malarial parasite plastid, 96 hour incubation | P. falciparum luciferase reporter growth, 96 h | 320,000 tested, 6.9% active | Potency, µM (titrated, usually from 28.7 µM), for inactives: top-dose activity change, negative = inhibition, actives largely listed as inhibitors; further: potency means the concentration at half of the fitted maximal effect; on the % scale 0 is the no-effect control and ±100 the full control effect
#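 Compounds incubated with erythrocytes infected by luciferase-expressing P. falciparum (2% hematocrit, 0.05% parasitemia final) for 96 hours, 37 C in 5% CO2. Growth inhibition scored as decreased luciferase luminescence.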
# Shiga toxin inh – A qHTS for Small Molecule Inhibitors of Shiga Toxin; Vero cells, Shiga toxin protein synthesis inhibition reporter; inhibition, % at 38.7 µM; 290,000 tested, 9.2% active; in the data active means inhibition mostly above about 28%, no sharp cut-off; inactive means mostly below about 43%; further: 0% is about no effect
# Pf growth 48h – Primary qHTS for delayed death inhibitors of the malarial parasite plastid, 48 hour incubation | P. falciparum luciferase growth in erythrocytes, 48 h | Potency, µM (titrated, usually from 28.7 µM), inactives show top-dose activity change, negative = inhibition, actives largely listed as inhibitors | 310,000 tested, 5.9% active; further: potency means the concentration at half of the fitted maximal effect; on the % scale 0 is the no-effect control and ±100 the full control effect
#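 Parasite viability was followed by luminescence of a genomically integrated firefly luciferase. Cultures held 0.1% parasitemia at 2% hematocrit (final), incubated under 5% CO2 at 37 C.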
# HCV inhibitor – qHTS Assay for Inhibitors of Hepatitis C Virus (HCV). Huh7.5.1 HCVcc-Cre infection, luciferase reporter, 44 h. Potency, µM (highest dose often 41.8 µM), for inactives: at the highest dose activity change, negative = inhibition, usual class: inhibitors. 340,000 tested, 3.4% active. AID 651820, 2012; further: potency means the concentration at half of the fitted maximal effect; on the % scale 0 is the no-effect control and ±100 the full control effect
#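 Compounds are dispensed onto cells plated 4 h earlier at 1,000 per well, with HCVcc-Cre virus (about 0.5 moi) added next. Following 44 h of culture, luminescent signal is measured for 15 sec after 15 min with substrate at room temperature.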
# Cycloheximide cs – Cycloheximide Counterscreen for Small Molecule Inhibitors of Shiga Toxin; 300,000 tested, 12% active; max response, %; cell reporter, cycloheximide protein synthesis inhibition counterscreen; in the data active means max response mostly above about 13%, no sharp cut-off; inactive means mostly below about 14%; further: read at 38.3 µM for the half of the compounds with a filed dose; 0% is about no effect
# FBPA Giardia inh – qHTS Assay for Inhibitors of Fructose-1,6-bisphosphate Aldolase from Giardia Lamblia; Potency, µM (highest dose often 59.6 µM), inactives show at the highest dose activity, negative = inhibition, most hits filed as inhibitors; A8B2U2; 290,000 tested, 0.71% active; AID 2451, 2010; purified Giardia FBPA; further: potency means the concentration at half of the fitted maximal effect; on the % scale 0 is the no-effect control and ±100 the full control effect; nearly all actives have a fitted effect of over 55% in size
# Target sequence (A8B2U2 whole entry, looked up): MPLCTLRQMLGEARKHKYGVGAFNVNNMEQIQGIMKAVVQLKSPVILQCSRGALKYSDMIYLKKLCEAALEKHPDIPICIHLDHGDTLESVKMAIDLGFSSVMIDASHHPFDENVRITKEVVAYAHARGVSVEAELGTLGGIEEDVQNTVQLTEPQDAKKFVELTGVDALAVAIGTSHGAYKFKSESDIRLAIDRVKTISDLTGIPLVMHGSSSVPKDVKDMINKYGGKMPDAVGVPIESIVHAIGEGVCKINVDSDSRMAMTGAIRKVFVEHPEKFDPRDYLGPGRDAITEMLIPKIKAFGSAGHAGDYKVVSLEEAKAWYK
#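 Giardia FBPA (40 nM reagent) was preincubated 10 min at RT with compound (up to 57.5 uM final), then substrate plus GAPDH/TPI/NAD/arsenate coupling system with diaphorase/resazurin was added; resorufin fluorescence (525/598 nm) was read after 20 min.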
# * marks the source's active call; other numbers are inactive results; u = inconclusive; x = not tested or not shown; [ ] = another dose, or the depositor's remark. Unless noted, the call rests on the fitted dose curve; in most records, active means well fitted curve in the direction sought with a large enough effect; inconclusive means small, poorly fitted or top-dose-only effect, or another doubt; inactive means no such curve, though single readings can be large; an effect the other way counts as inactive or inconclusive.
# Screens by letter – A = Pf growth 96h; B = Shiga toxin inh; C = Pf growth 48h; D = HCV inhibitor; E = Cycloheximide cs; F = FBPA Giardia inh
CC(=O)c1cccc(N(CC(=O)NC2CCCCC2)C(=O)CNC(=O)c2cccs2)c1
  A: 13%; B: -8; C: -7%; D: 2%; E: 0; F: 11%
O=C(c1ccc(S(=O)(=O)N2CCCC2)cc1)N(Cc1ccco1)C1CCS(=O)(=O)C1 (configuration not stated)
  A: 2%; B: -12; C: -18%; D: 3%; E: -2; F: -2%
Clc1ccc(C=NC23CN4CN(CN(C4)C2)C3)cc1
  A: x; B: -3; C: 29%; D: 14%; E: 1; F: -2%
O=C(CCN1C(=O)/C(=C/c2ccc(F)cc2)SC1=S)Nc1cc([N+](=O)[O-])ccc1O
  A: u; B: -5; C: 14%; D: -8%; E: -3; F: -1%
Cc1cc(NC(=O)c2ccccc2NS(=O)(=O)c2c(C)c(C)cc(C)c2C)no1
  A: u; B: 6; C: 14%; D: 8%; E: 8; F: -15%
CC(=O)Nc1ccc(S(C)(=O)=O)c(C)c1
  A: -16%; B: 9; C: 21%; D: 2%; E: -1; F: 3%
C=CCN1CC(=O)N2Cc3[nH]c4ccccc4c3C[C@H]2C1=O
  A: 8%; B: -8; C: 0%; D: 17%; E: -2; F: -2%
COc1ccccc1NC(=O)c1ccc(N2CC3CC(C2)c2cccc(=O)n2C3)c(NC(=O)c2cccnc2)c1 (configuration not stated)
  A: u; B: 7; C: u; D: -5%; E: -6; F: -15%
CC(=O)c1ccc(-c2ccc(C(=O)N(C)Cc3nc4ccccc4c(=O)[nH]3)o2)cc1
  A: u; B: x; C: u; D: 7.1µM*; E: x; F: x
COCCSc1nnc(NC(=O)Cc2ccc(OC)cc2)s1
  A: 0%; B: -28; C: -14%; D: -8%; E: 1; F: 6%
Nc1nc(NC(=O)/C=C/c2ccccc2)nn1-c1ccccc1
  A: u; B: 27; C: 24%; D: 10%; E: -1; F: 4%
COC(=O)c1cc(COc2ccc3ccc(=O)oc3c2)c(C)o1
  A: -1%; B: -10; C: 22%; D: -24%; E: -1; F: 5%
CCOC(=O)c1nnn(-c2nonc2N)c1CNc1ccc(C)c(Br)c1
  A: 7%; B: -7; C: 5%; D: u; E: -2; F: -10%
N#Cc1ccc(NC(=O)COC(=O)c2ccc(F)c(S(=O)(=O)N3CCOCC3)c2)cc1
  A: 32%[activator]; B: x; C: -7%; D: 12%; E: x; F: x
CCC(=O)Nc1ccc2nn(-c3ccc(F)cc3)nc2c1
  A: 0%; B: 74*; C: 0%; D: 3%; E: 49*; F: -12%
CC(=O)n1cc([C@H]2C=C(C(=O)Nc3ccccc3)O[C@@H](OCc3ccc(CO)cc3)C2)c2ccccc21
  A: 12µM*; B: 7; C: 8.3µM*; D: -15%[8.37 µM]; E: -1; F: -12%
Cc1ccc2c(c1)oc(=O)n2CC(=O)c1ccccc1
  A: -2%; B: 9; C: 3%; D: -10%; E: 5; F: -2%
COc1cc(C(=O)NC2CCN(CC(=O)Nc3cccc(C)c3C)CC2)cc(OC)c1OC
  A: u; B: 2; C: 5%; D: 1%; E: -1; F: -10%
O=C(Nc1cccc(S(=O)(=O)N2CCCCC2)c1)c1ccc([N+](=O)[O-])o1
  A: 9.3µM*; B: 14; C: u; D: u; E: 29*; F: -20%
Cc1cccc(Cc2c(C)nc3nc(SCC(=O)O)nn3c2C)c1
  A: 0%; B: -14; C: 1%; D: 4%; E: 4; F: 12%
COC(=O)c1c(N2C(=O)[C@H]3[C@@H](C2=O)[C@]2(C(=O)Nc4ccc(C)cc42)N2CCC[C@@H]32)sc(C)c1C
  A: u; B: 26; C: 5%; D: x; E: 1; F: 8%
O=c1[nH]c(=S)n(-c2cccc(C(F)(F)F)c2)c(O)c1C=NCCN1CCNCC1
  A: 22%; B: 28; C: -3%; D: 10%; E: -2; F: -1%
Cc1nc(CNC(=O)C2CCC(=O)N(Cc3cccc(F)c3)C2)sc1C (configuration not stated)
  A: u; B: 26; C: -29%; D: 5%; E: 5; F: -9%
CC1(C)Cc2ccccc2C(=O)N1
  A: -3%; B: 24; C: 31%; D: 17%; E: -4; F: 1%
Cc1cnc(NC(=O)c2ccc3ncsc3c2)s1
  A: -66%; B: x; C: 111%[activator]; D: 1%; E: x; F: x
FC(F)(F)c1nc2ccccc2c2nc3ccccc3n12
  A: 2%; B: 2; C: 19%; D: 14%; E: -2; F: 0%
CCN1CCN(C(=O)CN(c2ccccc2C)S(C)(=O)=O)CC1
  A: -16%; B: 32; C: -12%; D: 2%; E: -2; F: 0%
O=C(Oc1ccc(Br)cc1)C1CC(=O)N(c2ccc(F)cc2)C1 (configuration not stated)
  A: x; B: -3; C: 4%; D: u; E: -2; F: -2%
Cc1ccc(NCc2nnc(SCC(=O)O)n2-c2ccc(C)cc2)cc1
  A: 4%; B: 10; C: u; D: 12%; E: -6; F: -3%
Cc1ccc(C2=NOC3(CC(=O)N(c4ccc(C)cc4)C3=O)C2)cc1 (configuration not stated)
  A: 73%[activator]; B: 33; C: 50%[activator]; D: 0%; E: 6; F: 4%

# Another view of 4 compounds above.
molecule,Pf growth 96h,Shiga toxin inh,Pf growth 48h,HCV inhibitor,Cycloheximide cs,FBPA Giardia inh
FC(F)(F)c1nc2ccccc2c2nc3ccccc3n12,2%,2,19%,14%,-2,0%
CCN1CCN(C(=O)CN(c2ccccc2C)S(C)(=O)=O)CC1,-16%,32,-12%,2%,-2,0%
O=C(Oc1ccc(Br)cc1)C1CC(=O)N(c2ccc(F)cc2)C1 (configuration not stated),x,-3,4%,u,-2,-2%
Cc1ccc(NCc2nnc(SCC(=O)O)n2-c2ccc(C)cc2)cc1,4%,10,u,12%,-6,-3%

# Complete entries, looked up by structure. Order of values: Pf growth 96h	Shiga toxin inh	Pf growth 48h	HCV inhibitor	Cycloheximide cs	FBPA Giardia inh
# `N#Cc1ccc(NC(=O)COC(=O)c2ccc(F)c(S(=O)(=O)N3CCOCC3)c2)cc1` reads 32%[activator]	x	-7%	12%	x	x
# `FC(F)(F)c1nc2ccccc2c2nc3ccccc3n12` reads 2%	2	19%	14%	-2	0%
# `COC(=O)c1cc(COc2ccc3ccc(=O)oc3c2)c(C)o1` reads -1%	-10	22%	-24%	-1	5%
# `CCOC(=O)c1nnn(-c2nonc2N)c1CNc1ccc(C)c(Br)c1` reads 7%	-7	5%	u	-2	-10%
# `Clc1ccc(C=NC23CN4CN(CN(C4)C2)C3)cc1` reads x	-3	29%	14%	1	-2%

# Next compounds
# Screens by letter – A = Pf growth 96h; B = Shiga toxin inh; C = Pf growth 48h; D = HCV inhibitor; E = Cycloheximide cs; F = FBPA Giardia inh
O=C(CN1C(=O)NC2(CCCC2)C1=O)OCc1ccc(Br)cc1
  A: 24%; B: x; C: u; D: u; E: x; F: x
Cc1ccc(NC(=O)CSc2nc(N)c3c4c(sc3n2)CSC(C)(C)C4)cc1
  A: u; B: 6; C: -9%; D: 11µM*; E: 2; F: -6%
CC(C)N(CCO)C(=O)CCc1nnc(Cc2cccc(C(F)(F)F)c2)o1
  A: u; B: 52; C: 19%; D: 12%; E: 19*; F: 2%
CCCCCCCC1CC(=O)C=C(C)C1C(=O)OCC (configuration not stated)
  A: u; B: -3; C: u; D: 17%; E: 0; F: -1%
Cc1ccc(C2C(C#N)=C(N)Oc3c2sc2ccccc32)o1 (configuration not stated)
  A: 20%; B: 11; C: u; D: x; E: 10; F: u
Brc1cc2c(cc1CSc1ncccn1)OCO2
  A: -13%; B: 30; C: u; D: 13%; E: 5; F: 11%
O=C(c1n[nH]c(=O)c2ccccc12)N1CCN(S(=O)(=O)c2ccccc2Cl)CC1
  A: 5.9µM*; B: x; C: u; D: -6%; E: x; F: x
CN(C)C1(CNC(=O)C2CCN(S(=O)(=O)c3cc(Cl)ccc3Cl)CC2)CCCCC1
  A: -48%; B: -18; C: 6%; D: x; E: -5; F: x
CCOC(=O)C1CCN(C(=O)COc2ccc(Cl)cc2)CC1
  A: 15%; B: 5; C: 3%; D: 5%; E: 1; F: x
CN(CCc1ccccn1)C(=O)CCC1CCCN(C(=O)CCOc2ccccc2)C1 (configuration not stated)
  A: 27%; B: -6; C: 5%; D: -17%; E: -2; F: 7%

# Screens deposited in PubChem by National Center for Advancing Translational Sciences (NCATS).

# Rows were taken by chance. Share with any hit: about 24%.
